hIAP act: increases human intestinal alkaline phosphatase activity | activation factor at 10 µM | hit rate 0.16% among 330,000 | purified human IAP, CDP-Star luminescence, 30 min; active compounds read high; 1 = vehicle-only enzyme, 0 = enzyme-free background | P09923 | AID 2524;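 active = activation factor of the enzyme at least 2-fold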; also: the source names both 10 and 20 µM as test concentration; values of inactives mirror those of a sister screen read the other way
Target sequence (P09923 whole entry, looked up): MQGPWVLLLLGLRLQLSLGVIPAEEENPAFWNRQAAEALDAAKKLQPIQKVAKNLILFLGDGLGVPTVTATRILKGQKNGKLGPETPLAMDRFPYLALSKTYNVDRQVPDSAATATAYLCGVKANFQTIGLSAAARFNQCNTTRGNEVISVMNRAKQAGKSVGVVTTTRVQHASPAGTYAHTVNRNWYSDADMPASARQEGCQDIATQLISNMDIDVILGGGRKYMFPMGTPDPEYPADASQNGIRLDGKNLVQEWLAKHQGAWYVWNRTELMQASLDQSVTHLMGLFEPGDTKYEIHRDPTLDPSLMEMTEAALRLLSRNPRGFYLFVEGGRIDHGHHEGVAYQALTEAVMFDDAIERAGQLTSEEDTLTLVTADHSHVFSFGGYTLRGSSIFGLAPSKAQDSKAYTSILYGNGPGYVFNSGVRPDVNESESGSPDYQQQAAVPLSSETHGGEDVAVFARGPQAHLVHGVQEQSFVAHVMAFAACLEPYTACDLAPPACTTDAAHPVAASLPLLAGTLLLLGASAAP
PfGluPho inh: PfG6PD (Plasmodium falciparum) enzyme inhibition. AID 504690. PfGluPho enzyme, NADPH resazurin-diaphorase fluorescence. hit rate 0.78% among 350,000. inhibition, % at 20 µM;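 active = inhibition reaching at least a set limit at 20 µM in the primary screen, cut at about 59% in these data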;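 also: 0% = DMSO wells with substrate and 100% = DMSO wells lacking glucose-6-phosphate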
SENP8 block: inhibitors of human SENP8 protease; Q96LD8; recombinant SENP8, Nedd8 substrate fluorescence; inhibition, % at 20 µM; hit rate 0.64% among 360,000; in the data active = inhibition mostly above about 40%, no sharp cut-off; inactive = mostly below about 27%
Target sequence (Q96LD8 whole entry, looked up): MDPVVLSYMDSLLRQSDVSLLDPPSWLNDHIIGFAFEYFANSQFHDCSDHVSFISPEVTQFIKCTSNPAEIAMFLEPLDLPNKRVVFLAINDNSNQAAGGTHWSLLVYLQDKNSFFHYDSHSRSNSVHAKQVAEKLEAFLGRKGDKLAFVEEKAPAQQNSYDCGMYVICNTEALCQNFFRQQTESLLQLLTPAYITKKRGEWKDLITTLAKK
MPTP inh: inhibitors of mitochondrial permeability transition pore; inhibition, % at 10 µM; isolated mouse mitochondria, Ca2+ swelling absorbance, 30 min; hit rate 1.4% among 360,000; AID 602449;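 active = inhibition of 50% or more, scaled per plate between neutral and stimulator controls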;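 also: 0% = DMSO wells given calcium and 100% = 1 mM EGTA wells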
ATG4B inhibitor: inhibitors of human ATG4B cysteine protease; ATG4B cleavage of LC3-PLA2, NBD-HPC fluorescence, 1 h; inhibition, % at 8.33 µM; hit rate 0.51% among 340,000; AID 504462; in the data active = inhibition above about 40%
SENP1 inh: blocks the human SENP1 SUMO protease catalytic domain; recombinant SENP1 catalytic domain, CyPet-SUMO1-YPet FRET cleavage; hit rate 0.21% among 360,000; inhibition, % at 10 µM; Q9P0U3;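 active = inhibition at least 30% at 10 µM, raw YFP signal under a set limit, fluorescence ratio 0.5 to 1.5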;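 also: 0% = enzyme with DMSO and 100% = no enzyme wells; some results filed as inactive read as strong as hits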
Target sequence (Q9P0U3 419-644 limits assumed): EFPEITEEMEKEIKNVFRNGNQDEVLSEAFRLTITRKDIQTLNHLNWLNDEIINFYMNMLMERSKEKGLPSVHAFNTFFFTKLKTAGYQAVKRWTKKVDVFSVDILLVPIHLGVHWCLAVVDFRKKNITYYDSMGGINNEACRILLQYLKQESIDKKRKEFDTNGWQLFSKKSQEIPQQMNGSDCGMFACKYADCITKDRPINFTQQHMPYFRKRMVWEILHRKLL
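System: Recombinant human SENP1 catalytic domain, His6-tagged | Incubation: Enzyme reaction for 50 min at room temperature, dark | Medium: Tris pH 8 with BME, BSA, NP40 and catalase | Also added: 25 nM SUMO1 FRET substrate | Compound: 10 µM single point, 0.5% DMSO | Measured by: FRET fluorescence in CFP and YFP emission channels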
SENP6 block: SENP6 protease inhibition | Q9GZR1 | Recombinant SENP6 catalytic domain, aminoluciferin luminescence | inhibition, % at 10 µM | hit rate 1.8% among 330,000 | AID 2599;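 active = inhibition above about 50% at the single tested dose, limit read from the data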;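 also: plate controls were DMSO wells with enzyme for no effect and DMSO wells lacking enzyme for full effect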
NR3A LBD binder: modulators (binders) of human NR3A ligand-binding domain; Tm shift relative to glycine control, % at 25 µM; NR3A LBD differential scanning fluorimetry, Tm shift; 0% = protein alone, 100% = glycine-bound protein; AID 1259313; hit rate 2.5% among 340,000;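 active = melting temperature shift of at least 10% of the positive control shift, at one fixed dose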
Active calls of the source: *; i = inactive; · = no result given; & = joins results of further samples. This is a random part of the collection, and some 6.7% of all compounds hit somewhere here.

The line under a structure holds: hIAP act, PfGluPho inh, SENP8 block, MPTP inh, ATG4B inhibitor, SENP1 inh, SENP6 block, NR3A LBD binder
#1 Cc1cccc(C)c1N(CC(=O)NN=C1CCCCCC1)S(C)(=O)=O
→ 1, -3, 30, -0.3, -6, 1, -9, 2
#2 CCOC(=O)c1nc(Nc2cccc(C)c2)c2ccccc2n1
→ 1.1, 2, -178, 1.1, -7, 1, -3, 1
#3 CC1CCN(c2ccc(NC(=O)c3cccnc3)cc2)CC1
→ 0.89, 16, 18, -0.8, -8, 5, -13, -3
#4 O=C(N1CCN(CCO)CC1)N1c2ccccc2C=Cc2ccccc21
→ 1.1, 2, 17, 0.2, -6, 0, 7, -1
#5 CSc1cccc(NC(=O)CCS(=O)(=O)c2cccc3nonc23)c1
→ 0.88, 3, 9, -2.8, 3, 1, -20, -3
#6 Cc1cccc(Nc2nc(C)cc(C)n2)c1
→ 0.96, 1, 14, 0.8, 4, -2, -3, 1
#7 Nc1cc(C(=O)N2CCN(c3ccc([N+](=O)[O-])cc3)CC2)ccc1N1CC2CC(C1)c1cccc(=O)n1C2 (stereo not drawn)
→ 0.84, -5, 17, -1.1, -6, -6, 4, 0
#8 COc1ccc(S(=O)(=O)N(C)C[C@H]2Oc3ccc(NS(=O)(=O)c4ccccc4)cc3C(=O)N([C@H](C)CO)C[C@@H]2C)cc1
→ 1.1, 0, 5, -0.3, -4, 2, -28, 1
#9 Cc1ccc(NC(=O)C(=O)c2c[nH]c3ccccc23)cc1
→ 0.85, 4, 16, 1.1, 5, 2, 66*, -5
#10 COc1ccc(N2C(=O)CC(NCC#N)C2=O)cc1 (stereo not drawn)
→ 0.92, -1, 22, -0.8, 1, 0, -2, -1
#11 CC1CCCN(C(=O)C2CCN(S(=O)(=O)c3cccc4cccnc34)CC2)C1 (stereo not drawn)
→ 0.93, -13, 4, -1.8, 0, 0, -1, -4
#12 O=C(CSc1ncnc2c1cnn2-c1ccc(F)cc1)NC1CCCC1
→ 1.2, -9, -33, 3.0, 3, 0, 22, -1
#13 CCOP1(=O)C=C(Sc2ccc([N+](=O)[O-])cc2[N+](=O)[O-])C(C)(C)O1 (stereo not drawn)
→ ·, -1, 24, -0.4, 5, 4, ·, 0
#14 CCOC(=O)C1CCCN(c2ncnc3c2oc2ccccc23)C1 (stereo not drawn)
→ 1.1, 6, -83, -0.3, -1, 2, -5, 0
#15 CNC(=O)/C(=C\c1ccc([N+](=O)[O-])cc1)NC(C)=O
→ 0.95, -12, 22, 0.3, 17, 3, 12, 0
#16 Cc1[nH]c(=O)nc(NN=Cc2ccc(Cl)cc2)c1C(=O)Nc1ccc(Cl)cc1
→ ·, 1, 15, 2.1, 2, -1, ·, 1
#17 CN(Cc1ccc(F)cc1)C(=O)c1cc(COc2ccc(F)cc2F)on1
→ 1, 6, 8, 0.0, -5, 1, 1, 1
#18 O=C(CN1C(=O)NC2(CCc3ccccc32)C1=O)Nc1ccc(Br)cc1F (stereo not drawn)
→ 1, -6, 3, -1.7, -13, 6, -4, -2
#19 Cc1ccc(CNC(=O)C(OC(=O)c2cccs2)C(C)C)cc1 (stereo not drawn)
→ 0.97, -2, -2, 0.2, 1, 1, -31, 2
#20 Oc1c(C(c2cccs2)N2CCC3(CC2)OCCO3)sc2ncnn12 (stereo not drawn)
→ 0.94, -9, 4, -0.3, -9, 1, -8, -5
#21 CCOCCCNC(=O)Cn1nc(-c2ccc(OC)c(OC)c2)ccc1=O
→ ·, 7, -3, 0.0, ·, 5, ·, ·
#22 O=C(NCCc1ccc(Cl)cc1)c1ccc(Br)s1
→ 1, 7, 2, -1.5, -3, -4, -19, -1
#23 COc1cc(NC(=O)c2cccs2)c(OC)cc1NC(=O)CCC(=O)Nc1ccc2ncccc2c1
→ 1.1, 12, 6, -0.4, -22, -1, -11, -2
#24 Cc1cc(-c2ccc(C(C)C)c(S(=O)(=O)N3CCN(c4ccccc4)CC3)c2)on1
→ 1.2, 6, 4, -0.8, 3, 1, 4, 0
#25 O=S(=O)(c1cc(O)ccc1O)c1cccc2c(S(=O)(=O)c3cc(O)ccc3O)cccc12
→ 0.88, 28, 12, 1.6, 2, 3, -19, 0
#26 Cc1cc(=O)oc(C)c1C(=O)O
→ 1.1, -6, 2, -0.1, 4, 0, 5, 0
#27 O=C(NCc1ccccc1)N[C@@H](Cc1ccccc1)C(=O)O
→ 0.97, -7, 15, -1.5, -3, 2, -3, -1
#28 CC(C)(C)NC(=O)CN(Cc1ccc2c(c1)OCO2)C(=O)CNS(=O)(=O)c1ccc(F)cc1
→ 1.3, -5, 12, -1.8, 4, -1, -10, -2
#29 COc1ccc(-c2sc3ccccc3c2C#Cc2cncn2C)cc1
→ 1, 8, -486, 0.6, -2, -3, -5, -16
#30 Cc1[nH]nc(N=CC2=C(O)CC(C)(C)CC2=O)c1-c1ccc(Cl)cc1
→ 0.72, 12&15, -371, 3.0&0.5, -15&-8, 4&1, -9, -9&-13

An excerpt from above in order of their number in NR3A LBD binder, descending:
No.	canonical_smiles	NR3A LBD binder
8	COc1ccc(S(=O)(=O)N(C)C[C@H]2Oc3ccc(NS(=O)(=O)c4ccccc4)cc3C(=O)N([C@H](C)CO)C[C@@H]2C)cc1	1
14	CCOC(=O)C1CCCN(c2ncnc3c2oc2ccccc23)C1 (stereo not drawn)	0
27	O=C(NCc1ccccc1)N[C@@H](Cc1ccccc1)C(=O)O	-1

Continuation:
The line under a structure holds: hIAP act, PfGluPho inh, SENP8 block, MPTP inh, ATG4B inhibitor, SENP1 inh, SENP6 block, NR3A LBD binder
#31 CCC(=O)Nc1ccc(C(=O)N/N=C/c2c(C)[nH]c3ccccc23)cc1
→ 1.1, -8, -284, 0.1, -16, 41, -17, 2
#32 COc1ccc(NC2=Nc3cccc4cccc2c34)cc1OC
→ 0.96, -13, 32, 0.4, -16, 70*, -6, -16
#33 O=C(NNC(=O)c1ccccc1F)c1cccc(-n2cccc2)c1
→ 1.1, 4, -4, -2.8, -5, -1, -32, 0
#34 COCc1cc(C)n(CC(=O)Nc2ccc(Cl)cc2Cl)c(=O)c1C#N
→ 1.1, -5, i, -0.2, 2, 1, -1, -3
#35 CC(C)n1cnnc1SCC(=O)Nc1ccc(N2CCCCC2)cc1
→ 1.1, 18, 11, -1.2, -12, 2, 1, -1
#36 COc1ccc(CCN2CC(O)=C(c3nc(C)cs3)C2=N)cc1OC
→ 0.78, -3, 1, 2.5, -10, -7, -2, -2
#37 Nc1nc(-c2ccccc2)c(N=Nc2cccnc2)s1
→ 0.69, 9, 48*, 4.4, -5, 4, -28, 1
#38 COc1ccc(-c2nnc3n2N=C(C)CS3)cc1OC
→ 0.96, 5, 15, -1.3, 0, -1, -4, -1
#39 O=C(CSc1nc2ccccc2s1)NNC(=O)Nc1ccc(Cl)c(Cl)c1
→ 1.6, 29, 14, 2.5, -13, -3, -6, 26*
#40 COc1ccc(NC(=O)N2CCN(c3ccc([N+](=O)[O-])cc3)CC2)cc1
→ 1, 13, 17, 1.0, -3, -37, -5, 1
#41 O=S(=O)(NCc1cccnc1)c1ccc(Cl)c(Cl)c1Cl
→ 1, -6, 25, 0.7, -2, 0, -24, -4
#42 COc1ccc(C(=O)N[C@H](C(=O)Nc2sccc2C(N)=O)C(C)C)cc1
→ 1.1, -2, 7, 0.2, -7, -3, -6, -2
#43 C=CCNC(=O)c1ccc(Sc2ccc(C)cc2)c([N+](=O)[O-])c1
→ 1, -12, 33, 5.6, 16, 2, -12, -4
#44 Cc1ccc(CN2C(=O)CCC2C(=O)NCCN2CCN(c3cccc(Cl)c3)CC2)cc1 (stereo not drawn)
→ 1.1, -14, 25, -0.3, 2, 0, 12, -2
#45 CCOC(=O)C1CCCN(c2oc(-c3ccc(F)cc3)nc2C#N)C1 (stereo not drawn)
→ 0.88, 5, -316, -0.9, -1, 1, 11, 1
#46 Cn1c(SCC(=O)N2CCc3ccccc3C2)nnc1-c1cccs1
→ 1, -2, 16, -0.8, 4, -1, -22, -4
#47 COc1cccc(Cn2cnc3c(NS(=O)(=O)c4cccc(Cl)c4Cl)c(C)c(C)cc32)c1
→ 0.99, 17, 9, -0.6, -11, 3, -4, -6
#48 COC(=O)c1ccc2c(=O)[nH]c(CSc3nc(C)cs3)nc2c1
→ 1.1, -6, -36, -1.0, 1, -8, -11, -1
#49 CN(Cc1ccccc1)C(=O)Cn1c(=O)c2cccn2c2cccnc21
→ 0.93, -2, -26, -1.3, 0, -4, 1, 1
#50 O=C(CCC(=O)N1CCc2ccccc21)Nc1ccccc1
→ 1.1, -7, 15, -1.0, -12, 3, 2, 1
#51 Cc1cc(C)c(OCCCNC2CCCC2)c(Br)c1
→ 0.84, -10, 9, 1.6, -1, 0, 9, 0
#52 CC(C)Cn1c(N)c(C(=O)COC(=O)c2ccc(Br)cc2)c(=O)n(C)c1=O
→ 0.96, 10, -6, -0.7, -2, 0, 13, -4
#53 CC(=O)N1CCN(S(=O)(=O)c2ccc(Cl)cc2F)CC1
→ 1.2, -3, 26, -0.8, 3, 1, -14, 1
#54 O=c1cc(O)n(-c2ccccc2)c(=S)[nH]1
→ 1.1, -2, 19, 0.9, -8, -18, -17, 2
#55 CC(C)(C)Nc1nc(NN)nc(NC(C)(C)C)n1
→ 1.2, -22, 31, -1.2, 1, 2, 3, -1
#56 COc1cc(NC(=O)c2ccccc2)c(OC)cc1NC(=O)CN1C(=O)NC2(CCCCC2)C1=O
→ 0.95, 14, -1, -0.4, -9, -11, -2, -3
#57 COc1ccc(/C=C/C(=O)OCC(=O)c2c[nH]c3ccccc23)cc1
→ 1, -3, -12, 1.4, 8, -6, -14, 4
#58 Cc1cc(=O)oc(C)c1C(=O)N1CCN(Cc2ccc3c(c2)OCO3)CC1
→ 1.1, -10, 23, 1.8, -4, -4, -9, 0
#59 Cc1ccccc1NC(=S)Nc1ccc2cn[nH]c2c1
→ 0.99, 16, -3, -1.1, -5, 0, 12, 6
#60 O=C(CSc1ncn(-c2ccccc2)n1)N1CCN(c2ccccc2)CC1
→ 1.1, 11, 15, -0.1, -5, -1, -10, 2
#61 CCc1ccc(-n2c(=O)c3c(C)c(C(=O)N(C)C)sc3n(CC(=O)NCC3CCCO3)c2=O)cc1 (stereo not drawn)
→ 0.94, -11, 10, -1.4, -3, 0, 2, 0
#62 CCCCCOc1ccc(CSC2=NCCN2)cc1[N+](=O)[O-]
→ 1.5, 1, 13, -1.4, 13, 1, -26, -1
#63 O=C(Nc1nnc(-c2ccccc2Cl)s1)C1CCN(S(=O)(=O)c2ccc(Cl)cc2)CC1
→ 0.93, -12, -18, -1.9, -14, 2, -22, -2
#64 CC(=O)NC12CC3CC(C1)CC(C(=O)Nc1ccc(C)c(S(=O)(=O)N4CCCCCC4)c1)(C3)C2
→ ·, -8, 5, 0.3, -3, 1, ·, 0
#65 CCN1C(=O)N[C@H](c2ccc(Br)cc2)C(C(C)=O)=C1C
→ 0.91, 6, -13, -0.3, -17, -5, -2, -1
#66 COc1ccccc1N1C(=NC(=O)CCc2ccccc2)SC2CS(=O)(=O)CC21 (stereo not drawn)
→ 1, 7, 6, 7.3, 6, 0, -12, 3
#67 Cc1cccn2c(=O)c3cc(C(=O)NC4CCCC4)sc3nc12
→ 1.1, 7, -472, -0.1, -4, -42, 5, 5
#68 CCCCn1cnc2c(SCCc3ccccc3)nc(N)nc21
→ ·, 7, -145, -0.6, 5, 0, ·, -1
